# From PubChem BioAssay
# DT40 TDP1 CPT = growth inhibition of DT40 Tdp1-/-;hTDP1 cells with camptothecin (screen for TDP1 inhibitors) | chicken DT40 Tdp1-/-;hTDP1 cells + 20 nM CPT, ATP luminescence, 48 h | Potency, µM (series often up to 46.2 µM), inactives show top-dose activity change, negative = growth inhibition, usual class: inhibitors | hit rate 12% among 420,000; note: nearly all actives have a fitted effect of over 55% in size
#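 Chicken DT40 Tdp1-/- cells complemented with human TDP1, 400 cells/well, exposed to compounds plus 20 nM camptothecin for at least 48 h at 37 C; viability read as ATP content by CellTiter-Glo luminescence.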
# N370S GC mod = N370S glucocerebrosidase modulation, Gaucher chaperone candidate; N370S GC spleen homogenate, 4MU-glucoside fluorescence; Potency, µM (top dose mostly 59.4 µM), without a hit: at the top dose activity change, negative = inhibition, most hits filed as inhibitors; hit rate 0.092% among 330,000;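 note: 0% = full enzyme activity and -100% = no enzyme basal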
# FEN1 inhibitor = inhibitors of human flap endonuclease 1. Recombinant FEN1 flap cleavage, fluorescence, 15 min. Potency, µM (series often up to 114 µM), for the others: at the highest dose activity change, negative = inhibition, hits mostly inhibitors. P39748. hit rate 0.35% among 390,000; note: nearly all actives have a fitted effect of over 65% in size
# Target sequence (P39748 whole entry, looked up): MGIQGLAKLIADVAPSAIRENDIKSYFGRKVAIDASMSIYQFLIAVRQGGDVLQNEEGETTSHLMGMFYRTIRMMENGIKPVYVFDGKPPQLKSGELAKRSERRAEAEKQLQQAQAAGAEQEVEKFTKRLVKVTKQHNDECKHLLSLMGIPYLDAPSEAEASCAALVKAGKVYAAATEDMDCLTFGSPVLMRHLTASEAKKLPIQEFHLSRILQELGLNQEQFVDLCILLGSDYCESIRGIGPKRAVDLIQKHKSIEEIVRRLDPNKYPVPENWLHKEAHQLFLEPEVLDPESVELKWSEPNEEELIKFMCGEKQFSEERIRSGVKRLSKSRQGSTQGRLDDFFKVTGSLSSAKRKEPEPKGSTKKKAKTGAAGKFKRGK
#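 FEN1 at 10 nM preincubated with compounds 15 min at room temperature, then flap DNA substrate added at 50 nM final. Signal read at 0 and 15 min; concentration-response fitted with four-parameter Hill equation.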
# * marks the source's active call; other numbers are inactive results; ? = inconclusive; / = not tested or not shown; & = joins results of further samples; [ ] = dose if it differs, or a comment. Calls come from the whole dose curve; as a rule, active = well fitted curve in the direction sought with a large enough effect; inconclusive = small, poorly fitted or top-dose-only effect, or another doubt; inactive = no such curve, though single readings can be large; an effect the other way counts as inactive or inconclusive. Unless noted, % is set by controls: 0 for no effect and ±100 for the full control effect; potency is the fitted concentration of half-maximal effect. Only part of the results is shown; the hit share may differ from the screen's.
# The first 2 entries (preview)
SMILES,DT40 TDP1 CPT,N370S GC mod,FEN1 inhibitor
CC(=O)c1ccc(NC(=O)CSc2nnc(-c3ccco3)c(-c3ccco3)n2)cc1,?,-26%,32µM*
CC(C)(CC(=O)N1CCN(c2ccc(Cl)cc2)CC1)CC1=NS(=O)(=O)c2ccccc2N1,18µM*,-5%,-15%

# All compounds of this part (from the top)
SMILES,DT40 TDP1 CPT,N370S GC mod,FEN1 inhibitor
CC(=O)c1ccc(NC(=O)CSc2nnc(-c3ccco3)c(-c3ccco3)n2)cc1,?,-26%,32µM*
CC(C)(CC(=O)N1CCN(c2ccc(Cl)cc2)CC1)CC1=NS(=O)(=O)c2ccccc2N1,18µM*,-5%,-15%
Cc1c(NC(=O)C(C)OC(=O)c2ccc([N+](=O)[O-])s2)c(=O)n(-c2ccccc2)n1C (stereo unspecified),23µM*,-3%,-2%
C=CCn1c(/N=C/c2ccc(N(C)C)cc2)nc2ccccc21,-19%,-26%,-10%
O=C(O)c1cccc(NC(=O)C2C3C=CC(C3)C2C(=O)O)c1 (stereo unspecified),-2%,?,-3%
O=C(N1CCN(Cc2ccccc2)CC1)C12CC3CC(CC(C3)C1)C2,?,1%,-1%
Cc1nnc(SCc2ccc([N+](=O)[O-])cc2)o1,?,8%,-8%
Cc1nc(CS(=O)(=O)c2ccccc2)cc(Sc2ccc(Cl)cc2)n1,?,0%,16%
O=C(NCc1ccc(Cl)cc1)c1cc(-c2ccco2)on1,6%,23%,-15%
COc1ccccc1C(=O)Nc1ccnn1C1CCN(C(C)CSC)CC1 (stereo unspecified),-16%,-5%,-11%
Cc1cccc(NC(=O)c2ccccc2NC(=O)CCC(=O)O)c1,-6%,-10%,6%
Cc1ccccc1OCc1nc2ccccc2[nH]1,23µM*,25%,-2%
Cc1ccccc1OCC(O)CN(Cc1ccccc1O)C1CCCCC1 (stereo unspecified),16µM*,-13%,-1%
CC1(C)CC(C(CC(=O)Nc2nccs2)c2ccccc2)CCO1 (stereo unspecified),?,-5%,-6%
O=[N+]([O-])c1ccc2nc(NS(=O)(=O)c3ccc(Cl)cc3)sc2c1,-23%,1%,5%
CCOC(=O)c1c(NC(=O)/C=C/c2ccc(C)o2)sc(C)c1C,-25%,-17%,0%
Cc1cc(=O)oc2c(C)c(OC(C)C(=O)NCC(O)c3ccccc3)ccc12 (stereo unspecified),-10%,-11%,0%
Cc1ccc(S(=O)(=O)Nc2cccc(NC(=O)CN3CCCCC3)c2)cc1,?,2%,-5%
CC1=CC(C)(C)N(S(=O)(=O)c2ccc(C)cc2)c2ccc(C)cc21,5.8µM*,9%,6%
Cc1cc2ccccc2c(=O)n1CC(=O)NC1CCCCCC1,-19%,-17%,17%
COc1ccc(S(=O)(=O)N2CCN(C(=S)NCCc3ccccc3)CC2)cc1,-23%,-18%,6%
COc1cc(C)ccc1OCc1cc(C(=O)NCCN2CCCC(O)C2)no1 (stereo unspecified),-2%,1%,7%
Cc1cc2c(cc1S(=O)(=O)N1CCN(c3ccccc3F)CC1)OCC(=O)N2,-7%,-9%,0%
COc1cc(C(=O)NCCOc2ccc(F)cc2)c(Br)c(OC)c1OC,5%,-7%,-2%
CCOC(=O)C1=C(C)N=c2s/c(=C/c3ccc(OCC(=O)O)c(OC)c3)c(=O)n2C1c1ccc(Cl)cc1 (stereo unspecified),3%,/,50µM*
COC(=O)c1sc2ccccc2c1NC(=O)c1cccs1,-15%,5%,-19%
COc1ccc(S(=O)(=O)NCC(c2ccc3c(c2)OCO3)N2CCN(c3ccccc3)CC2)cc1 (stereo unspecified),?,-2%,10%
COc1cccc(NC(=O)c2ccc(CNS(=O)(=O)c3ccc4c(c3)C(C)(C)C(=O)N4C)cc2)c1,?,/,7%
O=C1NCN(C2CCCCC2)CN1,16%,/,-13%
CCN(CC(=O)NC1CCS(=O)(=O)C1)S(=O)(=O)c1cccc(C(C)=O)c1 (stereo unspecified),14%,2%,-6%
CCOc1ccccc1CNc1nc2nc(C)c(CC(=O)OC)c(=O)n2[nH]1,0%,/,0%
Cc1ccc2nc(COc3ccccc3NC(=O)C(C)(C)C)cc(=O)n2c1,?,/,2%
Cc1cc(N2CCN(C)CC2)nc2ccc(NC(=S)N3CCN(c4ccc(F)cc4)CC3)cc12,?,-24%,21%
O=C1CC(NCC2CCCO2)C(=O)N1c1ccc(Cl)cc1 (stereo unspecified),-2%,4%,-1%
N#Cc1ccc(C(=O)N2CCN(c3ncccn3)CC2)cc1,6%,-9%,10%
COC(=O)c1noc(-c2ccc(OC)cc2)n1,4%,-17%,-10%
Cc1ccnc(NS(=O)(=O)c2ccc(NC(=O)C3CCCNC3=O)cc2)n1 (stereo unspecified),-4%,6%,0%
Cc1cccc(NC(=O)CSc2nnc(-c3n[nH]c4ccccc34)o2)c1,-10%,15%,-3%
O=C(COC(=O)CNC(=O)c1ccco1)NCCN1C(=O)CSC1=O,-22%,-26%[2.35 µM],-2%
O=C(NC1CCSc2ccccc21)c1cc([N+](=O)[O-])ccc1N1CCOCC1 (stereo unspecified),-8%,3%,-4%
CCCn1c(=NC(=O)c2ccncc2)c(C#N)cc2c(=O)n3cccc(C)c3nc21,-5%,/,4%
CCOC(=O)CCNCC1COc2ccccc2O1 (stereo unspecified),3%,3%,2%
CCn1cc(S(=O)(=O)CC(=O)Nc2ccc(C)cc2)c2ccccc21,-12%,-20%,-3%
COc1ccccc1CC1(C)NC(=O)N(CC(=O)N2CCc3ccccc3C2)C1=O (stereo unspecified),-10%,-3%,2%
Cc1ccc(Cl)cc1N1CCN(CC(=O)Nc2ccc(CN3CCCCC3)cc2)CC1,?,-9%,-4%
Cc1cccc(CNC(=O)c2ccc3nc(Cc4ccccc4F)oc3c2)n1,-5%,-19%,-1%
O=C(Nc1cc(Cl)ccc1-n1cncn1)c1ccc([N+](=O)[O-])o1,7.3µM*,-7%,-15%
O=c1c(Cl)c2oc3ccccc3nc-2c2ccccc12,?,4%,-12%
Cc1nccc(-c2cccc(NC(=O)Nc3ccc(Cl)cc3)c2)n1,-16%,-8%,-8%
COc1ccccc1CNC(=O)c1ccc(Cn2c(SCc3ccccc3)nc3cccnc32)cc1,?,/,14%

# Part of the list above, with values under each structure.
# Order of results – DT40 TDP1 CPT | N370S GC mod | FEN1 inhibitor
> O=C(Nc1cc(Cl)ccc1-n1cncn1)c1ccc([N+](=O)[O-])o1
→ 7.3µM* | -7% | -15%
> CCOC(=O)CCNCC1COc2ccccc2O1 (stereo unspecified)
→ 3% | 3% | 2%
> COc1ccccc1CNC(=O)c1ccc(Cn2c(SCc3ccccc3)nc3cccnc32)cc1
→ ? | / | 14%

# (listing goes on)
SMILES,DT40 TDP1 CPT,N370S GC mod,FEN1 inhibitor
N/C(=N\OC(=O)COc1ccc2ccccc2c1)c1ccncc1,21µM*,1%,4%
COc1cc([N+](=O)[O-])ccc1NC(=O)CSc1nccn1C,17%,5%,-1%
COc1ccccc1N1C(=O)c2cccc3cccc(c23)C1=O,-22%,25%,2%
CCOC(=O)c1cc(CC)sc1NC(=O)COC(=O)c1cc[n+]([O-])cc1,5%,6%,-1%
CCc1ccc(C(=O)Nc2cc3c(cc2Cl)OCCCO3)cc1,?,-15%,-7%
O=c1c2ccccc2nc2n1-c1ccccc1CCC2,?,-22%,-2%
O=C(Nc1cccc(S(=O)(=O)N2CCCCC2)c1)C1CCCC1,-21%,/,-22%
CCc1ccc(N=c2c([N+](=O)[O-])nn(-c3ccc4c(c3)OCCO4)n2O)cc1,-13%,-6%,-2%
Cc1nn(Cc2cccc(C(=O)Nc3ccn(Cc4ccccc4F)n3)c2)c(C)c1[N+](=O)[O-],23µM*,8%,-7%
Cc1c(NC(=O)COC(=O)c2ncc(Cl)c(Cl)c2Cl)c(=O)n(-c2ccccc2)n1C,-11%,-3%,6%
O=c1[nH]c(=S)[nH]cc1Oc1ccccc1,9%,/,-8%
C=CCNC(=O)c1ccc(CN(c2ccc(OCC)cc2)S(=O)(=O)c2ccc(C)cc2)cc1,?,2%,-11%
COc1ccc(/C=N/n2cnc3c([nH]c4ccc(F)cc43)c2=O)cc1CN1CCCC1,5.2µM*,-5%,3%
O=C(NC1CCCC1)C(c1cccnc1)N(Cc1ccccc1)C(=O)c1csnn1 (stereo unspecified),3%,-16%,1%
CCN(CC)S(=O)(=O)c1ccc2c(c1)nc(SC(C)C(=O)NCC1CCCO1)n2CC (stereo unspecified),-13%,-14%,-7%
CCOC(=O)c1c(C)[nH]c(CCC(=O)NCc2cc(OC)c(OC)c(OC)c2)c1C,?,/,18%
CCc1cc(C(=O)N2CCN(c3ncccn3)CC2)sc1C,-15%,16%,-5%
O=C(CN1C(=O)C2CC=CCC2C1=O)OCc1cc(=O)n2cc(Br)ccc2n1 (stereo unspecified),-19%,1%,-5%
C[C@]12CC[C@@H]3c4ccc(O[C@@H]5O[C@H](C(=O)O)[C@@H](O)[C@H](O)[C@H]5O)cc4CC[C@H]3[C@@H]1C[C@@H](O)[C@@H]2O,-1%,9%,-12%
O=C(Nc1ccc(-c2nc3ccccc3s2)c(OC(=O)c2ccccc2)c1)c1ccccc1,14%,?,-2%
COc1ccc(Cc2nc3c4cnn(-c5cccc(F)c5)c4ncn3n2)cc1,-4%,/,2%
CC(C)S(=O)(=O)N1CCCC(C(=O)c2cccc(Cl)c2)C1 (stereo unspecified),6%,-7%,0%
CSc1nc(N(C)C)nc(N2CC(=O)N(CCNS(=O)(=O)c3ccc(C)cc3)C2=N)n1,-2%,-14%,-10%
COc1ccc(OC)c(NC(=O)C2CCCC2)c1,9%,2%,-14%
O=C(Oc1cccc([N+](=O)[O-])c1)c1cc(-c2ccccc2)nc2ccccc12,-25%,-23%,-23%
Cc1ccc(Sc2c(C=O)c3ccccc3n2C)cc1,?,17%,0%
O=C1c2ccccc2C(=O)N1Cc1cc(-c2ccc(Cl)cc2)no1,12%,/,0%
Cc1noc(C)c1COc1ccc(C(=O)N2CCN(c3ccccc3F)CC2)cc1,-14%,-7%,-5%
CCn1ncc(Br)c1C(=O)Nc1cc([N+](=O)[O-])ccc1C,10%,9%,-9%
CCCSc1ncc(Cl)c(C(=O)Nc2ccc(S(=O)(=O)Nc3ncccn3)cc2)n1,-6%&5%,-6%,9%&1%
COc1ccc(CC(=O)NCc2cn3ccsc3n2)cc1,-12%,3%,-2%
Cc1[nH]c(SCC(=O)Nc2cc(C(N)=O)cc(C(N)=O)c2)nc1Cc1ccccc1,12%,/,11%
COc1ccc2[nH]cc(CCNc3ccnc(-c4ccoc4)n3)c2c1,?,?,/
Cc1cc(-c2onc(C)c2C(=O)Oc2ccc(Cl)cc2)no1,-14%,18%,7%
COc1cccc(Nc2ncc3ncc(=O)n(Cc4ccc(F)cc4)c3n2)c1,?,6%,/
C[C@H](CO)N1C[C@H](C)[C@@H](CN(C)S(=O)(=O)c2ccc(F)cc2)Oc2ccc(NC(=O)NC3CCCCC3)cc2C1=O,-5%,/,14%
Nc1nnc(SCc2ccccc2F)s1,?,14%,-14%
O=C(OCc1cc(=O)n2ccsc2n1)c1ccc(OC(F)F)cc1,9%,6%,2%
O=C(COC(=O)c1ccccc1NCCO)Nc1cccc(S(=O)(=O)NC2=NCCCCC2)c1,-14%,?,-6%
Cc1cccc(N2C(=O)CC(N3CCC(c4nc5ccccc5[nH]4)CC3)C2=O)c1 (stereo unspecified),-24%,6%,-6%
Cc1sc2ncnc(N3CCC(C(=O)N(C)CC(=O)Nc4ccccc4Br)CC3)c2c1C,?,-3%,-13%
Cc1ccc(C)c(SCC(=O)OCC(=O)NCc2ccccc2)c1,-7%,-16%,-11%
COc1ccccc1NC(=O)C(C/C=C(/C)Cl)C(C)=O (stereo unspecified),?,3%,-2%
CC1=C(C)CC(C(=O)c2ccccc2)C(C(=O)O)C1 (stereo unspecified),5%,-3%,-2%
O=C(COC(=O)Cn1cnc2ccccc2c1=O)NCCC1=CCCCC1,?,1%,-2%
Cc1ccccc1S(=O)(=O)N1C[C@H]2CON(C)[C@H]2C[C@H]1c1cccc(-c2ccccc2)c1,?,/,-1%
CN1CCc2c(sc(/N=C/c3cc(C(C)(C)C)ccc3O)c2C#N)C1,-5%,4%,0%
O=C1NC2(CCCCC2)C(=O)N1Cc1cccc(C(F)(F)F)c1,-10%,-4%,-1%
CCc1ccc(OC(C)C(=O)Nc2ccc(S(=O)(=O)Nc3cc(C)on3)cc2)cc1 (stereo unspecified),8%,2%,-5%

# Full records, looked up by structure. Order of screens: DT40 TDP1 CPT, N370S GC mod, FEN1 inhibitor
# `CC1=C(C)CC(C(=O)c2ccccc2)C(C(=O)O)C1` (stereo unspecified) is listed with 5%, -3%, -2%
# `COc1ccccc1NC(=O)C(C/C=C(/C)Cl)C(C)=O` (stereo unspecified) is listed with ?, 3%, -2%
# `Cc1ccccc1S(=O)(=O)N1C[C@H]2CON(C)[C@H]2C[C@H]1c1cccc(-c2ccccc2)c1` is listed with ?, /, -1%
# `O=C1NC2(CCCCC2)C(=O)N1Cc1cccc(C(F)(F)F)c1` is listed with -10%, -4%, -1%
# `CN1CCc2c(sc(/N=C/c3cc(C(C)(C)C)ccc3O)c2C#N)C1` is listed with -5%, 4%, 0%
